# Source: PubChem BioAssay (several laboratories)
# FXIa inh: human FXIa protease inhibitors, primary screen, biochemical, 1536-well; actives 0.14% (n = 220,000); inhibition, % at 5 µM; Coagulation factor XI (Homo sapiens), P03951; purified FXIa, Boc-Glu-Ala-Arg-AMC fluorogenic substrate; AID 798, 2007;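 active means inhibition of at least 40%; inactive means inhibition below 40%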;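 further: fluorescence of freed AMC excited at 355 nm; 0% = enzyme without compound and 100% = no enzyme blank; many of its hits are not listed in these tables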
# L929 necroptosis: inhibitors of zVAD-triggered necroptosis, primary screen, L929 cells | actives 0.38% (n = 220,000) | L929 zVAD necroptosis rescue, ATP luminescence, 24 h; with zVAD 60 µM | AID 1377, 2008 | viability rescue, % at 10 µM;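 active means activation, scaled between plate controls, above about 75%, limit read from the data; inactive means activation under that limit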;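 further: 0% = zVAD with DMSO and 100% = DMSO alone without zVAD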
# Hck Nef HTS: inhibitors of Nef-activated human Hck kinase, primary screen, biochemical, Z-Lyte FRET, 384-well, Hck-YEEI; Recombinant Hck-YEEI plus Nef, Z-Lyte FRET kinase assay; inhibition, % at 20 µM; actives 0.68% (n = 220,000); AID 463187, 2010;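 active means Hck-Nef kinase inhibition above about 50%, limit read from the data; inactive means inhibition below that limit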;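 further: 0% = DMSO with Hck plus Nef and 100% = Hck alone without Nef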
# Target sequence (P08631 whole entry, looked up): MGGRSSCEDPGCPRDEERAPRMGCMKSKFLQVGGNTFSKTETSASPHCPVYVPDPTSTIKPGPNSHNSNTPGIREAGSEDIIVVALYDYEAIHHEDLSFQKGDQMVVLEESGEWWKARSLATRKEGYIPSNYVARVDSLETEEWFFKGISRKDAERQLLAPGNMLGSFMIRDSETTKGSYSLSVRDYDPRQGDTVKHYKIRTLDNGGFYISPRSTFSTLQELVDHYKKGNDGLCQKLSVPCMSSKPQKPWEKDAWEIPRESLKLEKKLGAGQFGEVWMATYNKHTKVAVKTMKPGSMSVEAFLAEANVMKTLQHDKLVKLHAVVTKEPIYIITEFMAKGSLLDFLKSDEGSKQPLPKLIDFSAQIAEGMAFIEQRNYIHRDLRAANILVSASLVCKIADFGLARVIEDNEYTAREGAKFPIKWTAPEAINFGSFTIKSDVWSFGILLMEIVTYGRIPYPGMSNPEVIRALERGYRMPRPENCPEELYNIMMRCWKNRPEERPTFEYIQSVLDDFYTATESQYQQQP
# hK5 inh: human KLK5 protease inhibitors, primary screen, biochemical, 1536-well | Kallikrein-5 (Homo sapiens), Q9Y337 | recombinant hK5, fluorogenic AMC substrate cleavage | inhibition, % at 5 µM | actives 0.59% (n = 210,000);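 active means inhibition of 40% or more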;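 further: 0% = enzyme controls without compound and 100% = no-enzyme blanks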
# Target sequence (Q9Y337 67-293 limits assumed): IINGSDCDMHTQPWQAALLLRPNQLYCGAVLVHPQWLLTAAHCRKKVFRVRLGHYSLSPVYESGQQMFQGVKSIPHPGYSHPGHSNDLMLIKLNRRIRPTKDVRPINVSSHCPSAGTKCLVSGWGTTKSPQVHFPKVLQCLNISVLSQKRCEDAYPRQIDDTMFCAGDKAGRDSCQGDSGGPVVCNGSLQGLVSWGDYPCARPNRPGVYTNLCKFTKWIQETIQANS
# KCC2 mod: KCC2 cotransporter modulators, thallium flux, primary screen, cell-based, HEK293 KCC2, FluoZin-2 fluorescence, MLSMR; Solute carrier family 12 member 5 (Homo sapiens), Q9H2X9; KCC2 cells, thallium flux FluoZin-2 fluorescence; B-score of Tl+ flux slope (higher = more flux/activation; lower = inhibition) at 10 µM; actives 2.2% (n = 190,000); AID 1456, 2008;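 active means thallium flux slope and its plate-corrected score both differing from the plate sample mean at a set confidence after two filtering rounds, in either direction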;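 further: slope of fluorescence scaled to starting intensity during 10 to 20 s after thallium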
# TNF necrop inh: inhibitors of TNF-alpha triggered necroptosis, primary screen, cell-based, Jurkat FADD-/-, single concentration. activation (protection from cell death), % at 10 µM. actives 0.068% (n = 220,000). Jurkat FADD-/- TNF necroptosis rescue, ATP luminescence, 24 h; 0 = TNF only, 100 = no-TNF cells;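 active means activation, meaning protection from cell death, of at least 50% relative to plate controls; inactive means activation below 50%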;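 further: necroptosis triggered by 40 ng/mL TNF-alpha added together with compound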
# Rad51 HR inh: human RAD51 strand exchange inhibitors, primary screen, biochemical, fluorescence; hRad51 DNA strand exchange, fluorescence dequenching; actives 0.085% (n = 200,000); DNA repair protein RAD51 homolog 1 (Homo sapiens), Q06609; inhibition, % at 10 µM; AID 1385, 2008;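 active means inhibition above 40% at the single screening dose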;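 further: 0% = DMSO control wells and 100% = blanks with heterologous ssDNA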
# Target sequence (Q06609 whole entry, looked up): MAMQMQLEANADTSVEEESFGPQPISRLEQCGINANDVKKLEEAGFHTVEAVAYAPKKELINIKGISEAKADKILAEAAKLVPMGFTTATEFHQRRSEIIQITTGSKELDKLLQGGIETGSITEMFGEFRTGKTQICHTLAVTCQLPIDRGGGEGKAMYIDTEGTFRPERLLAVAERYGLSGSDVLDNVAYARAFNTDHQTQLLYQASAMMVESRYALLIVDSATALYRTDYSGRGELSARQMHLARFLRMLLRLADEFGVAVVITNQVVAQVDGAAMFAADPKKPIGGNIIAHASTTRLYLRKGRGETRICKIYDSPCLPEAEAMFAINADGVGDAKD
#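 Material: Human Rad51 nucleoprotein filaments preassembled on unlabelled ssDNA | Also added: Labelled 47-mer dsDNA for strand exchange | Dosing: Single dose, 10 µM final compound | Schedule: 30-min compound preincubation and 15-min exchange, both room temperature | Technique: Fluorescence dequenching at 485/520 nm | Measure: Percent inhibition relative to plate controls and blanks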
# Thrombin inh: human alpha-thrombin inhibitors, primary screen, counter-screen for coagulation protease inhibitor project, biochemical, 1536-well, fluorogenic AMC substrate | Prothrombin (Homo sapiens), P00734 | Boc-VPR-AMC fluorogenic substrate cleavage | inhibition, % at 5 µM | actives 0.26% (n = 220,000);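 active means inhibition at or above 40%; inactive means inhibition below 40%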;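 further: 0% = enzyme with no compound and 100% = wells without enzyme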
#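 Material: Human alpha-thrombin protein | Buffer or medium: pH 7.5 Tris-saline with Tween 20 | Reagent: Boc-VPR-AMC substrate, 15 µM final | Schedule: Reaction at ambient temperature | Detection: AMC fluorescence at 355 nm excitation and 460 nm emission | Evaluation: Percent inhibition scaled between no-compound controls and no-enzyme blanks | Controls: no-compound enzyme wells and no-enzyme blanks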
# FXIIa inh: human FXIIa protease inhibitors, primary screen, biochemical, 1536-well. purified FXIIa, Boc-QGR-AMC fluorogenic substrate, 2 h. inhibition, % at 5 µM. actives 0.3% (n = 220,000). AID 800, 2007; in the data active means inhibition above about 40%;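 further: 0% = enzyme with no compound and 100% = blank without enzyme; many of its hits are not listed in these tables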
# An asterisk follows results filed as active; . = no result given; & = joins results of further samples. Some of the compounds tested, so the mix of outcomes need not match the whole.
SMILES,FXIa inh,L929 necroptosis,Hck Nef HTS,hK5 inh,KCC2 mod,TNF necrop inh,Rad51 HR inh,Thrombin inh,FXIIa inh
Cc1c(C(=O)O)cnc2cc(-c3ccc(Cl)cc3)nn12,-2,5.1,1,-6,-0.77,2.4,3,-3,7
O=C(NCCC1=CCCCC1)C1CCN(C(=O)c2ccc(Cl)cc2)CC1,5,1.0,4,-13,.,-3.4,-5,-6,8
CCC(=O)c1ccc(O)c(CC=C(C)C)c1,6,0.2,-1,-3,-1.9,24,-11,0,7
Cc1nn(-c2ccccc2)c(Cl)c1CN(C(=O)CCl)c1ccc(Cl)cc1,8,5.3,1,45*,-0.91,-13,-2,19,17
Cc1ccc(C(=O)Nc2cccc([N+](=O)[O-])c2)cc1S(=O)(=O)Nc1ccc(C(=O)O)cc1,-5,4.2,19,-3,.,0.7,7,-7,4
COC(=O)c1ccc(Cl)c(NC(C)=O)c1,6,0.1,0,-4,-0.072,-2.6,.,-9,3
COc1ccc(CCN(Cc2nc3ccccc3c(=O)[nH]2)C(=O)C2CC2)cc1,-3,1.7,17,0,.,-0.4,-5,-10,6
Nc1nonc1-n1nnc(C(=O)N/N=C/C=C/c2ccccc2)c1CSC1=NCCS1,0,6.7,-5,-4,-0.0058,-15,.,0,5
COC(=O)[C@H](Cc1ccccc1)NC(=O)N(C)Cc1ccccc1,2,-0.3,24,2,-0.87,1.0,.,-7,5
CCOC(=O)c1c(C(F)(F)C(F)(F)C(F)(F)C(F)(F)F)n[nH]c1C,-2,-0.5,0,-4,-1,0.2,0,-1,5
Cc1cnn(-c2cc(N/N=C/c3ccccc3)ncn2)c1,-5,44,2,-2,0.32,4.6,-7,-2,10
NS(=O)(=O)c1ccc(CCNC(=O)C2CCCN2C(=O)OCc2ccccc2)cc1 (stereo not drawn),15,0.2,-1,-7,0.92,-2.9,-1,-1,31
COC(=O)Nc1ccc(S(=O)(=O)N2CCC(C(=O)N(C)C3CCCCC3)CC2)cc1,4,1.8,9,5,-0.11,0.0,-1,9,14
O=C(CN1C(=O)C2C3C=CC(C4CC34)C2C1=O)Nc1cccc2ncccc12 (stereo not drawn),-4,15,16,-3,-1.2,2.5,23,3,3
CN1CCN(c2ccccc2NC(=O)c2cc3ccccc3o2)CC1,18,78*,23,15,.,2.6,-1,-2,18
CCn1c(=O)cc(OCC(=O)NCCC(C)C)c2ccccc21,2,2.5,0,-6,0.093,0.5,-9,-3,14
Cc1ccc(C2=CSC3=NS(=O)(=O)CCN23)cc1,-4,-0.7,-3,-8,-0.45,-0.4,-5,-4,-8
CCC1(C)COC2(OC1)C(=O)Nc1ccccc12 (stereo not drawn),1,2.4,-1,4,1.1,-1.9,-3,6,14
C/C(=N\NC(=O)CNc1cccc(Cl)c1C)c1cccs1,-2,5.9,25,3,0.32,0.6,6,-11,4
CCOC(=O)c1nnn(-c2nonc2N)c1CN(C)C1CCCCC1,12,1.2,1,39,.,-0.9,.,39,17
Cc1ccc2c(CNCc3ccco3)cc(=O)oc2c1,-2,-0.1,2,-10,0.018,-0.9,0,-4,7
COc1cccc(Cn2c(=O)ccc3ccccc32)c1,1,-0.2,14,3,-2.4,0.2,11,-1,9
COC(=O)c1ccc(/C=N/Nc2nc(C)c(C)s2)cc1,-3,80*,-12,-8,-0.32,11,11,0,2
CCOC(=O)c1c(P(=O)(N2CCOCC2)N2CCOCC2)noc1N,3,-0.1,1,3,0.58,-2.4,5,0,5
COC(=O)c1cc(C(=O)OCC(=O)NCc2ccc3c(c2)OCO3)cc([N+](=O)[O-])c1,9,0.6,6,-4,-0.39,-0.2,-4,1,14
O=C(c1ccc2c(c1)OCO2)N1CCC2(CC1)Oc1ccc(F)cc1C(=O)C21CC(c2ccc(Cl)cc2)=NO1 (stereo not drawn),2,-0.1,26,3,-0.38,4.2,8,0,7
COc1ccc(CCN=Cc2ccccc2O)cc1OC,-2,-0.2,12,-4,-0.87,-2.6,7,-4,7
COc1cc(CCN2C(=O)N[C@@H](c3cccc(C(F)(F)F)c3)C(C(C)=O)=C2C)cc(OC)c1OC,27,1.3,-11,7,-0.14,-1.4,.,13,25
CCCCCCSC1=C(C#N)C(=O)NC2(CCCCC2)S1,1,1.0,4,-5,0.14,-1.7,-1,-1,13
Cc1ccc2nc(-c3ccc(NC(=O)c4cccnc4)cc3)oc2c1,-3,-0.9,7,-4,-0.36,0.4,0,10,3
COc1ccccc1NC(=O)CCSc1ccc(C)cc1,6,1.2,12,3,-1.2,0.9,8,.,9
O=C(Nc1ccc(Cl)cc1C(=O)N1CCOCC1)c1cccc([N+](=O)[O-])c1,7,0.6,3,4,0.51,1.9,.,4,13
CC(C)(C)c1cc(CN2CCCCC2)cc(C(C)(C)C)c1O,-18,-0.4,2,5,.,-0.5,-1,-1,14
O=[N+]([O-])c1cc(C(F)(F)F)cc([N+](=O)[O-])c1N1CCN(S(=O)(=O)c2ccccc2)CC1,2,-0.2,1,-17,0.017,5.8,3,-6,11
O=C(/C=C/N1CCOCC1)c1cc2ccccc2o1,7,3.6,2,0,.,0.6,8,-1,5
Cc1nc2c(=O)n(C)c(=O)[nH]c2n1Cc1ccccc1,1,-0.3,2,2,.,1.1,-6,1,12
COc1cccc(C(=O)OC2CCCN(C)C2)c1 (stereo not drawn),2,0.2,5,-20,-0.0085,-0.1,5,0,15
O=C(Nc1ccccc1)c1ccccc1NC(=O)C1CCCCC1,5,0.0,-1,3,.,-1.0,-4,-1,-6
COC(=O)CSc1nnc(CNc2nc(-c3ccccc3)cs2)n1C,12,0.6,1,-4,-0.64,-2.6,3,3,16
CCOc1ccc(Cn2c(=O)sc3ccccc32)cc1,-3,-0.6,12,0,-0.04,3.2,-22,-4,2
CS(=O)(=O)Nc1cccc2cccnc12,2,0.4,2,-262,0.065,-1.1,-4,3,14
C=CCNC(=O)CC1C(=O)NCCN1Cc1ccc(-c2ccccc2)cc1 (stereo not drawn),-8,1.1,15,3,-0.057,1.2,0,6,-1
O=C(Cn1ccc2ccccc2c1=O)NCC1COc2ccccc2O1 (stereo not drawn),-1,0.0,-1,-11,0.6,-0.6,-6,0,13
Nc1cc(C(F)(F)F)ccc1C(=O)O,3,0.7,0,-6,.,0.9,3,-2,13
Cc1ccnc(N2CCC(C(=O)NCc3ccc4c(c3)OCO4)CC2)n1,0,-0.3,0,-3,0.12,1.2,1,2,14
COc1ccc(/C=C/C(=O)NC(=S)NNC(=O)c2cccnc2)cc1,5,0.4,3,-94,2.1,1.3,7,-6,6
Cc1nn(Cc2ccccc2Cl)c(C)c1NC(=O)c1ccn(C)n1,6,0.3,6,-6,.,2.1,3,-6,15
CCOC(=O)N1CCN(S(=O)(=O)c2ccc3c(c2)SC(C)C(=O)N3)CC1 (stereo not drawn),7,2.4,-3,-18,-0.079,-3.6,.,3,8
CN(C)/C=C1\C=C(c2ccccc2)OC1=O,16,-0.3,0,1,2.1,-7.3,0,2,50*
CCCCCCCSc1nsc(N)n1,5,-0.4,-6,-5,0.13,-4.7,9,2,14

# Profiles, looked up by structure. Order of values: FXIa inh, L929 necroptosis, Hck Nef HTS, hK5 inh, KCC2 mod, TNF necrop inh, Rad51 HR inh, Thrombin inh, FXIIa inh
# Results for Cc1nn(Cc2ccccc2Cl)c(C)c1NC(=O)c1ccn(C)n1 : 6, 0.3, 6, -6, ., 2.1, 3, -6, 15
# Results for C=CCNC(=O)CC1C(=O)NCCN1Cc1ccc(-c2ccccc2)cc1 (stereo not drawn) : -8, 1.1, 15, 3, -0.057, 1.2, 0, 6, -1
# Results for CCOC(=O)N1CCN(S(=O)(=O)c2ccc3c(c2)SC(C)C(=O)N3)CC1 (stereo not drawn) : 7, 2.4, -3, -18, -0.079, -3.6, ., 3, 8

# Next structures follow.
SMILES,FXIa inh,L929 necroptosis,Hck Nef HTS,hK5 inh,KCC2 mod,TNF necrop inh,Rad51 HR inh,Thrombin inh,FXIIa inh
Cc1cc2c(s1)c1cnn(CC(=O)NCCc3ccccc3)c(=O)c1n2C,0,0.1,76*,2,-2.6,-1.3,7,-7,6
COc1ccc(C(=O)NNC(=S)NC2CCCCC2)cc1OC,2,0.7,0,-65,-0.15,-1.1,2,1,9
O=C(O)c1cc(S(=O)(=O)Nc2ccc(N3CCCCC3)cc2)ccc1Cl,-3,0.1,12,-8,0.35,-0.4,8,2,8
CCCCOc1cc(C(=O)NCCN(CC)CC)c2ccccc2n1,12&16,5.3&1.4,0&-8,-15&-6,0.0088&0.33,0.5&-0.7,3&-9,1&1,14&13
Cn1c(C(=O)NCc2cccs2)cc2oc3ccccc3c21,-8,1.5,1,-6,0.27,-6.7,.,-3,-1
C=CCSc1ncnc2sc(C)c(C)c12,2,-0.2,1,-11,4.8*,-0.5,1,-6,0
CC1=C(C(=O)N2CCOCC2)C(c2ccc(Cl)cc2)NC(=S)N1 (stereo not drawn),-2,0.6,0,-6,0.25,-0.2,2,-13,-2
Cc1ccc(Cn2ncc3c(N4CCN(C)CC4)ncnc32)cc1,-2,0.8,4,-3,1.2,-1.1,.,-4,4
COc1cccc(NC(=O)N2CCN(c3cccc(C)c3C)CC2)c1,5,0.8,1,-10,-0.58,-0.9,-7,-10,5
CN1CCN(c2ccc([N+](=O)[O-])cc2C(=O)N2CCCCC2)CC1,4,-0.4,8,-11,0.098,2.2,-7,-4,9
CCCC(=O)OC1CCS(=O)(=O)c2sccc21 (stereo not drawn),-6,0.2,-5,-8,-0.24,0.2,-9,0,2
Cc1nc2ccc(NC(=O)c3cccc(S(=O)(=O)N(C)c4ccccc4)c3)cc2s1,-3,1.8,1,-18,-1.7,2.6,-2,-8,7
Cc1c(N=C2C=C(Br)C(=O)C(Br)=C2)c(=O)n(-c2ccccc2)n1C,-2,-0.3,50*,2,-0.18,-2.8,-2,16,6
CN1CCN(S(=O)(=O)c2ccc(NC(=S)NC(=O)C3CCCCC3)cc2)CC1,-5,1.8,19,-11,0.13,2.0,6,0,4
CCCCC1C(=O)CC[C@H]2[C@@H]1CC(=O)[C@@H]2C/C=C\CCCC(=O)O (stereo partly drawn),8,-1.8,2,-8,-2.5,-7.2,-6,2,8
CC(=O)Nc1ccc2c(c1)CCC2=O,0,0.3,-2,6,0.024,-0.7,-2,3,8
S=c1nc(C2CC2)[nH]c2ccccc12,0,-0.4,-11,-2,32*,-1.7,3,-4,5
COc1ccc(OC)c(-c2csc(NC(=O)CSc3ccc(Br)cc3)n2)c1,7,0.6,1,-10,0.84,1.9,-5,-6,15
O=C(Nc1ccccc1)c1cccnc1Nc1ccccc1,-6,-0.1,-1,11,1.2,0.2,3,-3,12
